Assay outcomes from PubChem.
APJ antagonist = APJ receptor antagonism; inhibition, % at 20 µM; CHO-K1 APJ beta-arrestin complementation, luminescence; 330,000 tested, 0.32% active; AID 2521; P35414;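 active = inhibition above about 40% at 20 µM, limit read from the data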;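 also: cells challenged with 10 nM apelin-13 agonist together with compound; plate controls were apelin-13 plus DMSO wells for no effect and DMSO wells lacking apelin-13 for full effect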
Target sequence (P35414 whole entry, looked up): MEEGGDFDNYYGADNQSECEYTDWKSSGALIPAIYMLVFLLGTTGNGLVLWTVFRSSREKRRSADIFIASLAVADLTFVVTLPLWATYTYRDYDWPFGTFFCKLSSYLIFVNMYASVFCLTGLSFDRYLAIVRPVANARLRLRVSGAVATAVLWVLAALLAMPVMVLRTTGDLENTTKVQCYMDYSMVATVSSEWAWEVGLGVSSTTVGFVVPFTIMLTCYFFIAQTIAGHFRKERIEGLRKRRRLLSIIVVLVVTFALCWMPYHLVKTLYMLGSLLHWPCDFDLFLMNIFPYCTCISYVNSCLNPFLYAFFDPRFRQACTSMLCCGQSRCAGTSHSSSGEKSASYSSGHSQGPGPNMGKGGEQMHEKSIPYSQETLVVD
TIM10 inh = growth inhibitors of TIM10 yeast strain. AID 463195. 330,000 tested, 1.4% active. inhibition, % at 10 µM. S. cerevisiae TIM10 strain growth, BacTiter-Glo luminescence, 24 h;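 active = inhibition of 40% or more at the single tested concentration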;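 also: wild-type TIM10 isogenic control strain grown at permissive 25 °C; 0% = DMSO yeast wells and 100% = minimal medium wells without yeast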
NLRP3 yeast inh = blocks the NALP3 inflammasome reconstituted in yeast | Yeast reconstituted NLRP3/ASC/caspase-1, beta-gal luminescence, 24 h | inhibition, % at 10 µM | 330,000 tested, 0.39% active | AID 2825;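 active = inhibition of 50% or more; inactive = inhibition below 50%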;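 also: plate controls were induced DMSO wells for no effect and uninduced yeast grown without galactose for full effect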
tim10-1 inh = growth inhibitors of tim10-1 mutant yeast; S. cerevisiae tim10-1 ts strain growth, BacTiter-Glo, 24 h; inhibition, % at 20 µM; 330,000 tested, 2.2% active; AID 463190;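 active = inhibition of at least 40%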;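 also: mutant grown at 25 °C; 0% = DMSO wells with yeast and 100% = wells holding no yeast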
APJ agonist = agonists of human APJ apelin receptor; P35414; CHO-K1 APJ PathHunter beta-arrestin, luminescence; 0% DMSO wells, 100% apelin; activation, % at 20 µM; 330,000 tested, 0.11% active; AID 2520;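 active = activation more than six SD over the plate average, tested at 20 µM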;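 also: 0% = DMSO alone and 100% = apelin-13 at 10 nM; some results filed as inactive read as strong as hits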
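assay system = CHO-K1 APJ beta-arrestin complementation cell line | input = cell density 1000 per well | dosing = compound 20 µM once, DMSO 1% | timing = compound 90 min 25 °C, reagent 1 h | measured by = luminescence from split beta-galactosidase complementation, Galacton Star/Emerald II substrate | read-out basis = APJ agonist activity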
MPTP inh = permeability transition pore inhibition. inhibition, % at 10 µM. 360,000 tested, 1.4% active. isolated mouse mitochondria, Ca2+ swelling absorbance, 30 min. AID 602449;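 active = inhibition of 50% or more, scaled per plate between neutral and stimulator controls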;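 also: 0% = DMSO wells given calcium and 100% = 1 mM EGTA wells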
tim23-1 inh = tim23-1 yeast growth inhibition. S. cerevisiae tim23-1 growth, BacTiter-Glo luminescence, 24 h. inhibition, % at 20 µM. 330,000 tested, 1.3% active. AID 463212;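 active = growth inhibition of the mutant yeast at or above 50%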;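 also: temperature-sensitive mutant grown at 25 °C; plate controls were DMSO-treated mutant yeast for no effect and medium wells lacking yeast for full effect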
MIN6 prolif = MIN6 beta-cell proliferation induction | MIN6 cells proliferation, ATPlite luminescence, 48 h; cells starved in 0.2% serum; 100% = growth in 10% serum | proliferation, % at 10 µM | 330,000 tested, 0.29% active | AID 2380;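 active = compounds whose signal lies at least 3.5 SD above the mean of all wells on their plate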;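 also: 0% = DMSO-treated cells in low-serum medium and 100% = 10% serum control; some compounds called inactive have numbers as strong as hits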
GRIN3A LBD mod = NR3A (human) ligand-binding domain modulation; AID 1259313; 340,000 tested, 2.5% active; Tm shift relative to glycine control, % at 25 µM; NR3A LBD differential scanning fluorimetry, Tm shift; 0% = protein alone, 100% = glycine-bound protein;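 active = melting temperature shift of at least 10% of the positive control shift, at one fixed dose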
The depositor's hits bear a star.

1. COc1cccc(C2CC(c3cccs3)=NN2C(=O)CSc2nc3ccccc3s2)c1OC (stereo not drawn)
2. CCCCNC(=S)N/N=C/c1ccccc1F
3. CC(=O)OCC1(C)CN(c2ccccc2)NC1=O (stereo not drawn)
4. CCn1cc(S(=O)(=O)CC(=O)Nc2ccc3c(c2)OCCO3)c2ccccc21
5. COc1ccccc1CNC(=O)CSc1nc2ccccc2c(=O)n1CCCN1CCOCC1
6. CCCc1nn2c(=O)cc(COc3cccc(NC(=O)c4ccco4)c3)nc2s1
7. Cc1c(NC2=C(Cl)C(=O)N(c3ccccc3)C2=O)c(=O)n(-c2ccccc2)n1C
8. Cc1cc(NS(=O)(=O)c2ccc(NC(=O)COc3ccc(Cl)cc3)cc2)no1
compound no.	1	2	3	4	5	6	7	8
APJ antagonist	-15	1	-20	-31	-10	-22	6	-7
TIM10 inh	12	47*	10	18	17	9	10	3
NLRP3 yeast inh	3	24	15	17	12	-2	10	3
tim10-1 inh	31	35	24	23	-2	6	4	7
APJ agonist	0	-3	4	7	-3	2	1	-2
MPTP inh	0.0	-0.4	0.0	0.9	0.0	-1.7	-0.7	-2.1
tim23-1 inh	25	51*	21	20	17	-2	9	4
MIN6 prolif	0	-2	-6	1	0	-1	-5	2
GRIN3A LBD mod	-1	4	-1	-2	0	2	2	-6

9. COc1ccc(NC(=O)CN2C(=O)NC3(CCCC3)C2=O)cc1
10. O=C(CN(C1CCCCC1)S(=O)(=O)c1ccc(Cl)cc1)NCCCO
11. O=C(NC(Cc1ccccc1)C(=O)N1CCCCCC1)c1ccccc1 (stereo not drawn)
12. Cc1cc(N/N=C/c2ccc(F)cc2)nc(-n2nc(C)cc2C)n1
13. O=C(NC(=S)NCc1ccccc1)c1ccc2c(c1)OCO2
14. CCC(C)N1CC23C=CC(O2)C(C(=O)OC)C3C1=O (stereo not drawn)
15. CSc1ccccc1NC(=O)Cc1ccc(Br)cc1
16. COCCNC(=O)C(=O)NCC1OCCN1S(=O)(=O)c1cccs1 (stereo not drawn)
compound no.	9	10	11	12	13	14	15	16
APJ antagonist	10	14	5	7	-23	11	-5	-20
TIM10 inh	-8	-1	-4	35	11	-4	15	1
NLRP3 yeast inh	11	-10	13	24	6	6	28	-5
tim10-1 inh	1	14	28	26	14	2	10	7
APJ agonist	-3	-2	-1	-4	-3	-3	-4	-5
MPTP inh	-1.6	2.0	-0.9	-0.5	-1.1	-3.2	-0.1	-0.6
tim23-1 inh	0	17	31	20	50*	10	14	18
MIN6 prolif	0	-2	-2	-3	-6	-4	2	-2
GRIN3A LBD mod	1	1	-1	-6	0	1	-5	0

17. CCCn1nnc(NC(=S)NC(=O)c2ccc(-c3ccc(Br)cc3)o2)n1
18. O=C(Nc1ccc(F)cc1)c1cccc(N2C(=O)C3C4CCC(C4)C3C2=O)c1 (stereo not drawn)
19. Cc1ccnc(NC(=S)NC(=O)c2ccco2)c1
20. CC(=O)N1c2ccc(S(=O)(=O)NCC3CCC(C(=O)N4CCCC(C)C4)CC3)cc2CC1C (stereo not drawn)
21. CCc1ccccc1OCCOc1ccc(C)cc1OC
22. O=C(NCC1CCCO1)c1ccc(NS(=O)(=O)c2cccs2)cc1 (stereo not drawn)
23. CC(C)CNC1CS(=O)(=O)CC1O (stereo not drawn)
24. COC(=O)C1=C(C)NC(C)=C(C(=O)OCC(C)C)C1c1ccccc1[N+](=O)[O-] (stereo not drawn)
compound no.	17	18	19	20	21	22	23	24
APJ antagonist	14	-6	-17	4	14	-5	-10	-3
TIM10 inh	16	5	6	6	-19	2	-1	1
NLRP3 yeast inh	10	-4	25	7	44	10	-6	24
tim10-1 inh	30	-9	17	8	3	13	-12	34
APJ agonist	-9	-1	-3	0	-8	-4	-1	13
MPTP inh	6.1	5.2	0.5	-1.5	3.5	1.6	-0.4	2.1
tim23-1 inh	-6	8	11	8	-2	13	10	39
MIN6 prolif	-7	0	0	-3	-3	-4	-2	-8
GRIN3A LBD mod	1	-2	4	-2	5	-5	-1	-1

25. Cc1ccc(-c2ccc(CCC(=O)O)n2-c2cccc(O)c2)cc1
26. CCOc1ccc(CCNC(=O)c2nnn(CC(=O)Nc3c(C)cc(C)cc3C)c2N)cc1OCC
27. CCOc1ccccc1CNC(=O)CCNC(=O)Cn1ccc2ccccc2c1=O
28. CCCCn1c(NCCC)nc2c1c(=O)[nH]c(=O)n2C
29. Cc1cccc(C(=O)O)c1NC(=O)Cc1cccc2ccccc12
30. CC(C)COc1ccc(C(=O)CCN2CCCCC2)cc1
31. Cc1nc(C2COc3ccccc3O2)sc1C(=O)O (stereo not drawn)
32. CCCCNC(=O)c1onc(CSc2ccccc2)c1C(=O)NCCCC
compound no.	25	26	27	28	29	30	31	32
APJ antagonist	-3	-9	8	3	9	-16	-10	18
TIM10 inh	-5	6	-8	1	-4	-10	9	9
NLRP3 yeast inh	13	-5	4	11	26	9	14	11
tim10-1 inh	6	2	3	6	7	54*	1	6
APJ agonist	-2	-5	4	7	-3	-2	-4	-2
MPTP inh	1.7	0.0	-0.9	-0.9	0.4	0.7	6.0	0.3
tim23-1 inh	10	0	10	5	12	18	13	19
MIN6 prolif	0	-2	0	3	1	-5	3	-2
GRIN3A LBD mod	0	-1	2	0	0	1	0	-16

Ordered by molar mass (ascending): part of the list above
31. Cc1nc(C2COc3ccccc3O2)sc1C(=O)O (stereo not drawn)
28. CCCCn1c(NCCC)nc2c1c(=O)[nH]c(=O)n2C
30. CC(C)COc1ccc(C(=O)CCN2CCCCC2)cc1
29. Cc1cccc(C(=O)O)c1NC(=O)Cc1cccc2ccccc12
25. Cc1ccc(-c2ccc(CCC(=O)O)n2-c2cccc(O)c2)cc1
22. O=C(NCC1CCCO1)c1ccc(NS(=O)(=O)c2cccs2)cc1 (stereo not drawn)
24. COC(=O)C1=C(C)NC(C)=C(C(=O)OCC(C)C)C1c1ccccc1[N+](=O)[O-] (stereo not drawn)
32. CCCCNC(=O)c1onc(CSc2ccccc2)c1C(=O)NCCCC
27. CCOc1ccccc1CNC(=O)CCNC(=O)Cn1ccc2ccccc2c1=O
compound no.	31	28	30	29	25	22	24	32	27
APJ antagonist	-10	3	-16	9	-3	-5	-3	18	8
TIM10 inh	9	1	-10	-4	-5	2	1	9	-8
NLRP3 yeast inh	14	11	9	26	13	10	24	11	4
tim10-1 inh	1	6	54*	7	6	13	34	6	3
APJ agonist	-4	7	-2	-3	-2	-4	13	-2	4
MPTP inh	6.0	-0.9	0.7	0.4	1.7	1.6	2.1	0.3	-0.9
tim23-1 inh	13	5	18	12	10	13	39	19	10
MIN6 prolif	3	3	-5	1	0	-4	-8	-2	0
GRIN3A LBD mod	0	0	1	0	0	-5	-1	-16	2

The listing continues.
33. COc1ccc(NC(=O)CSc2nnc(COc3ccccc3)n2Cc2ccco2)cc1OC
34. CCOC(=O)c1cnc(SCC(=O)NCc2ccco2)nc1N
35. O=C(CNC(=O)c1ccccc1F)NCC(c1cccs1)N1CCOCC1 (stereo not drawn)
36. O=C(Nc1ccc(Cl)c(Cl)c1)N1CCC(N2CCCCC2)CC1
37. CC(C)[C@H](NC(=O)c1ccc(Cl)cc1)C(=O)OCC(=O)N1CCN(c2ccccc2)CC1
38. Cc1cc(C)cc(N2CCCn3c2nc2c3c(=O)n(CCN3CCOCC3)c(=O)n2C)c1
39. CC(C)NC(=O)CC1Nc2c3ccccc3nc(=S)n2C1=O (stereo not drawn)
40. O=C(CN1C(=O)NC2(CCCCC2)C1=O)Oc1ccc2ccc(=O)oc2c1
compound no.	33	34	35	36	37	38	39	40
APJ antagonist	0	8	-12	21	5	2	16	7
TIM10 inh	13	-11	-1	-24	-1	2	4	16
NLRP3 yeast inh	3	7	17	14	8	-4	-1	28
tim10-1 inh	9	19	5	-2	6	-4	3	16
APJ agonist	-4	0	-2	-2	-5	-3	-4	-2
MPTP inh	4.3	-1.3	-1.8	-0.5	1.0	2.9	1.0	-0.9
tim23-1 inh	3	10	12	-23	9	12	-8	19
MIN6 prolif	-1	5	7	-4	-5	-3	2	3
GRIN3A LBD mod	-8	-1	1	-1	2	-1	0	0

41. O=C(CN1CCOCC1)Nc1ccccc1Sc1ccc(Cl)cc1
42. CCCCn1c(=O)[nH]c(=O)c2c1nc(-c1cc(Cl)c(OC)c(OC)c1)n2C
43. O=C(CSc1nc(C2CCCCC2)n(-c2ccccc2)n1)NCC(F)(F)F
44. Cc1nc2ccccc2c(=O)n1NC(=O)c1ccc([N+](=O)[O-])cc1Cl
45. Nc1nc(N)nc(Cc2ccccc2O)n1
46. COC(=O)c1c(NC(=O)C2C3C=CC(CC3)C2C(=O)O)sc(C)c1C (stereo not drawn)
47. CCOc1ccc(S(=O)(=O)NCc2ccccn2)c(C)c1C
48. CCC1(c2ccc(Cl)cc2)NC(=O)N(CC(=O)NC2(C#N)CCCCC2)C1=O (stereo not drawn)
compound no.	41	42	43	44	45	46	47	48
APJ antagonist	4	-5	4	-14	4	-6	-10	-1
TIM10 inh	18	3	24	2	-2	7	-2	2
NLRP3 yeast inh	1	11	10	0	10	13	13	2
tim10-1 inh	21	-14	21	1	3	30	12	9
APJ agonist	-2	0	1	-2	-1	-3	-2	0
MPTP inh	3.1	1.0	-0.4	-1.6	-1.2	0.3	0.6	-2.1
tim23-1 inh	-19	0	36	10	7	24	16	19
MIN6 prolif	0	0	0	0	0	2	-1	-1
GRIN3A LBD mod	-2	-1	4	-1	1	0	0	1

49. Cc1cc(C)cc(N(C(=O)c2cc3ccccc3oc2=O)C2C=CS(=O)(=O)C2)c1 (stereo not drawn)
50. NNc1nc2sc3c(c2c(=O)n1Cc1ccccc1)CCC3
51. O=C(N/N=C/c1cn(CCOc2ccccc2)c2ccccc12)c1ccncc1
52. COc1cc2nc(NC(=O)c3ccc(Cl)cc3)[nH]c(=O)c2cc1OC
53. CCCCC(OC(=O)c1cc2occc2n1C)C(=O)NCC1CCCO1 (stereo not drawn)
54. CCOc1ccc(Br)cc1CSC(=N)N
55. COc1ccc(NC(=O)Cn2c(-c3ccccc3)cc(C(C)=O)c2C)c(OC)c1
56. COc1ccc(NC(=O)CSC2=C(C#N)C(c3ccco3)C(C(=O)Nc3nc4ccccc4s3)=C(C)N2)cc1 (stereo not drawn)
57. COc1cc2nc(CSc3ncn[nH]3)[nH]c(=O)c2cc1OC
58. Cc1ccc(/C=C/c2ccc(=O)n(Cc3ccc(F)cc3)n2)cc1
59. O=C(NCc1nnc(SCC(=O)N2CCOCC2)o1)c1ccccc1F
compound no.	49	50	51	52	53	54	55	56	57	58	59
APJ antagonist	5	1	-4	15	1	3	16	4	-22	-32	8
TIM10 inh	1	18	19	14	6	-2	-7	12	7	-108	-3
NLRP3 yeast inh	-3	23	15	19	35	21	-3	0	9	3	-1
tim10-1 inh	8	54*	6	18	2	2	6	3	4	7	18
APJ agonist	-3	-5	2	1	-4	6	-4	-4	3	0	0
MPTP inh	4.3	3.7	0.8	-3.5	-0.6	24	2.8	3.6	-3.8	14	-1.3
tim23-1 inh	24	24	18	-1	14	17	-4	7	10	-20	3
MIN6 prolif	-3	-3	4	1	-1	-3	-1	-5	-1	-4	1
GRIN3A LBD mod	-11	0	-10	1	-1	-3	0	8	0	-8	0
